# SENP7 block: blocks the human protease SENP7; inhibition, % at 5 µM; recombinant SENP7, Z-RLRGG-aminoluciferin luminescence, 40 min; 330,000 compounds, 1.5% hits; Q9BQF6; AID 434973;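 active = inhibition above about 50% at the single test dose, limit read from the data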;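 note: plate controls were DMSO with enzyme for no effect and no enzyme buffer wells for full effect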
# UBC13 inh: blocks human UBC13 polyubiquitin chain formation; P61088; TR-FRET; inhibition, % at 20 µM; 330,000 compounds, 0.47% hits; AID 485273; in the data active = inhibition above about 45%, passing the limit was not always enough
# SENP1 FRET inh: blocks the human SENP1 SUMO protease catalytic domain; Q9P0U3; recombinant SENP1 catalytic domain, CyPet-SUMO1-YPet FRET cleavage; inhibition, % at 10 µM; 360,000 compounds, 0.21% hits; AID 624204;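 active = inhibition at least 30% at 10 µM, raw YFP signal under a set limit, fluorescence ratio 0.5 to 1.5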;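 note: 0% = enzyme with DMSO and 100% = no enzyme wells; some results filed as inactive read as strong as hits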
# Target sequence (Q9P0U3 419-644 limits assumed): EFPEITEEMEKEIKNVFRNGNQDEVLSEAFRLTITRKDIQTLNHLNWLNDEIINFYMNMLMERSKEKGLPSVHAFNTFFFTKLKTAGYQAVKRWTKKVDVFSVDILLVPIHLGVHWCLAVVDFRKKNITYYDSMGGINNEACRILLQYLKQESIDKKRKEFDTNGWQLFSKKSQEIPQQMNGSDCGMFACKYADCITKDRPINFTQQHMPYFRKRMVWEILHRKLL
#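 Test system: recombinant human SENP1 catalytic domain, His6-tagged / Medium: pH 8 Tris buffer with EDTA, NaCl, BME, BSA, NP40, catalase / Also added: SUMO1 FRET substrate flanked by Cypet and Ypet, 25 nM / Times: 50 min reaction at room temperature / Signal: FRET, CFP and YFP emission / Control set: no-enzyme low control and enzyme-plus-DMSO high control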
# SENP6 inh: inhibitors of human SENP6 protease; inhibition, % at 10 µM; AID 2599; Q9GZR1; 330,000 compounds, 1.8% hits; Recombinant SENP6 catalytic domain, aminoluciferin luminescence;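 active = inhibition above about 50% at the single tested dose, limit read from the data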;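 note: plate controls were DMSO wells with enzyme for no effect and DMSO wells lacking enzyme for full effect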
# Target sequence (Q9GZR1 628-1112 limits assumed): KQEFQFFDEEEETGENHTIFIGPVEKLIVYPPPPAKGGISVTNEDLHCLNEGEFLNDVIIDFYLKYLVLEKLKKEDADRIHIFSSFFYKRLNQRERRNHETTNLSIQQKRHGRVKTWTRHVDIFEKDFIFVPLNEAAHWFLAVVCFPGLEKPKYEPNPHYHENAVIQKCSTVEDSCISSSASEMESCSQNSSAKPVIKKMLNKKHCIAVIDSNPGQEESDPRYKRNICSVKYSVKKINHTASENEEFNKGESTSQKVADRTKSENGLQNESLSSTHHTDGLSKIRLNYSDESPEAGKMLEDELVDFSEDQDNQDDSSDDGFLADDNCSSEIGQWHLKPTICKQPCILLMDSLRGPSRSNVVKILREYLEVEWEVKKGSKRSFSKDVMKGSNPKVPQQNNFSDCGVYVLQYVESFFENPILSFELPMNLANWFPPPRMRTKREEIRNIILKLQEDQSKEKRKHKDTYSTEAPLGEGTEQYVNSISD
# APOBEC3G inh: APOBEC3G (human) deaminase inhibition. Q9HC16. recombinant A3G, ssDNA deamination FAM/TAMRA fluorescence. inhibition, % at 20 µM. 330,000 compounds, 0.28% hits. AID 493012;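 active = inhibition of at least 40% at 20 µM, with no more than 30% in the related APOBEC3A deaminase screen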;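 note: plate controls were DMSO wells with A3G for no effect and wells lacking A3G enzyme for full effect; some compounds called inactive have numbers as strong as hits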
# SENP8 block-1: blocks human SENP8 cleavage of Nedd8 substrate; inhibition, % at 20 µM; AID 602440; 360,000 compounds, 0.64% hits; Q96LD8; recombinant SENP8, Nedd8 substrate fluorescence; in the data active = inhibition mostly above about 40%, no sharp cut-off; inactive = mostly below about 27%
# Target sequence (Q96LD8 whole entry, looked up): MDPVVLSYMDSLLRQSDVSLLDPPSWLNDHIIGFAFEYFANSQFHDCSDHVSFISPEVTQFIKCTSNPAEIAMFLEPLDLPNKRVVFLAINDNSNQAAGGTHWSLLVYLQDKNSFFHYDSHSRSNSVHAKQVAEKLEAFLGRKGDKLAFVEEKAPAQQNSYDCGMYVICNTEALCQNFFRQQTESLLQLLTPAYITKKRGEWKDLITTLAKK
# Apaf-1 inh: inhibitors of human Apaf-1 apoptosome; AID 489030; 330,000 compounds, 0.71% hits; O14727; reconstituted apoptosome caspase-3 activity, DEVD-Rh110 fluorescence; inhibition, % at 20 µM; active = inhibition of at least 40% at 20 µM;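 note: plate controls were DMSO wells for no effect and DEVD-CHO caspase inhibitor wells for full effect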
#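 System: Apoptosome proteins | Medium: Hepes pH 7.5 with detergent and BSA | Also added: Cytochrome c trigger plus (Z-DEVD)2-Rh110 caspase-3 substrate | Incubation: 30 min compound preincubation, 50 min activation, room temperature | Detection: Rhodamine 110 fluorescence at Ex 480/Em 540 nm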
# SENP8 block-2: inhibitors of human SENP8 protease; Q96LD8; purified SENP8, Z-RLRGG-aminoluciferin cleavage, luminescence; inhibition, % at 10 µM; 330,000 compounds, 1.2% hits; AID 2540; in the data active = inhibition above about 50%
# * = called active by the depositor; i = inactive.
no.	mol	SENP7 block	UBC13 inh	SENP1 FRET inh	SENP6 inh
1	CCN1C(=NCCc2ccc([N+](=O)[O-])cc2)N[C@@H](c2ccccc2)[C@H](C(=O)OC)[C@H]1C	-11	10	5	-34
2	N/C(=N\NS(=O)(=O)c1ccccc1)c1ccccn1	-10	-5	-7	-17
3	NC(=O)C1CCN(c2cc(Cl)ccc2[N+](=O)[O-])CC1	-1	-8	1	-8
4	CN(C)c1ccc(N=Nc2ccccc2C(=O)OCC(=O)N2CCCCCC2)cc1	-2	-211	4	7
5	COc1ccc(CN(C(=O)c2ccc(CN3CCOCC3)o2)C(C(=O)NCC2CCCO2)c2ccc(F)cc2)cc1 (configuration not stated)	-7	-5	-1	-4
6	O=S(=O)(c1cnc(Cl)c(Br)c1)N1CCc2ccccc21	4	10	1	-1
7	COc1cc(NC(=O)c2cccc([N+](=O)[O-])c2)ccc1NC(=O)c1ccco1	0	6	0	-8
8	COc1cc(NC(=O)c2ccccc2)ccc1NC(=O)Cc1ccccc1	4	4	1	-2
9	CCOc1ccc(NC(=O)c2ccc(N3CC4CC(C3)c3cccc(=O)n3C4)c(NC(=O)c3cccnc3)c2)cc1 (configuration not stated)	0	-2	-1	-8
10	CC1=NN(c2ccc([N+](=O)[O-])cc2)C(c2ccccc2)C1 (configuration not stated)	7	-26	-64	-1

no.	APOBEC3G inh	SENP8 block-1	Apaf-1 inh	SENP8 block-2
1	7	20	9	-4
2	-9	9	0	-8
3	1	37	-20	2
4	3	57*	29	-6
5	-4	-1	-11	4
6	-3	10	0	1
7	-9	23	-9	3
8	-7	12	-10	1
9	-5	7	-8	-2
10	9	20	12	-3

# Random excerpt: three records from the list, in no set order.
no.	mol	SENP7 block	UBC13 inh	SENP1 FRET inh	SENP6 inh
7	COc1cc(NC(=O)c2cccc([N+](=O)[O-])c2)ccc1NC(=O)c1ccco1	0	6	0	-8
1	CCN1C(=NCCc2ccc([N+](=O)[O-])cc2)N[C@@H](c2ccccc2)[C@H](C(=O)OC)[C@H]1C	-11	10	5	-34
4	CN(C)c1ccc(N=Nc2ccccc2C(=O)OCC(=O)N2CCCCCC2)cc1	-2	-211	4	7

no.	APOBEC3G inh	SENP8 block-1	Apaf-1 inh	SENP8 block-2
7	-9	23	-9	3
1	7	20	9	-4
4	3	57*	29	-6

# Further compounds
no.	mol	SENP7 block	UBC13 inh	SENP1 FRET inh	SENP6 inh
11	O=C(NCC1CCN(c2ccc(S(=O)(=O)N3CCOCC3)cc2)CC1)c1ccc(Cl)cc1	1	0	-2	-17
12	CN1CCN(c2ccc(CNS(=O)(=O)Cc3ccc(Cl)cc3)cc2)CC1	6	3	2	-30
13	COC(=O)c1ccc(NC(=O)c2ccccc2NS(C)(=O)=O)cc1	3	3	1	1
14	COc1ccccc1Nc1nnc(SCC(=O)NC(=O)Nc2ccc3c(c2)OCCO3)s1	5	-12	2	-12
15	CCOC(=O)c1cnc(SCC(=O)c2ccccc2)nc1N	78*	4	-1	81*
16	O=C(O)CSc1nnc(CNc2ccccc2Cl)n1-c1ccccc1	6	7	-2	4
17	COc1ccc(S(=O)(=O)N2CCCCC2)cc1NC(=O)CCCNC(=O)c1ccc(Cl)cc1	4	10	0	1
18	CCOC(CNc1ncnc2sc(-c3ccccc3)cc12)OCC	-2	1	-39	-7
19	CCOC(=O)c1ccc(OCC(=O)c2ccc(O)cc2O)cc1	20	-11	0	55*
20	COc1ccc(CNc2cc(C)ccn2)c(O)c1	5	14	0	-3

no.	APOBEC3G inh	SENP8 block-1	Apaf-1 inh	SENP8 block-2
11	-4	6	13	-11
12	-10	17	1	0
13	-1	-281	1	1
14	-5	20	-5	-12
15	-4	12	-6	56*
16	-3	5	10	5
17	-5	2	-2	-7
18	-6	-283	13	-9
19	-4	-4	4	33
20	-5	23	-3	3

# Continuation.
no.	mol	SENP7 block	UBC13 inh	SENP1 FRET inh	SENP6 inh
21	Cc1c(NC(=O)CN2C(=O)NC(C)(c3ccc4c(c3)OCCO4)C2=O)c(=O)n(-c2ccccc2)n1C (configuration not stated)	-1	2	2	12
22	CCCCN(Cc1ccccc1)C(=O)c1cnc2n(c1=O)CCS2	7	-8	0	0
23	CCC(=O)c1ccc(OCc2ccc(C#N)cc2)cc1	-7	2	1	-2
24	COc1ccc(N2CCN(C3CCCN(C(=O)CN4CCCCC4=O)C3)CC2)cc1 (configuration not stated)	-6	-4	2	-22
25	COc1ccccc1C(=O)NC(=O)COC(=O)C1CC1	-1	2	0	-8
26	COc1ccccc1C1=NOC(COC(=O)c2ccc([N+](=O)[O-])cc2)C1 (configuration not stated)	10	2	1	-26
27	Cn1c(C(=O)NCCCN2CCN(c3ccccc3F)CC2)cc2c(=O)n(C)c3ccccc3c21	-7	37	-2	7
28	O=C(CCC1COc2ccccc2O1)Nc1ccccn1 (configuration not stated)	9	-1	0	-22
29	COc1ccc(N(CC(=O)N/N=C/c2ccc(-c3ccc([N+](=O)[O-])cc3)o2)S(=O)(=O)c2ccc(C)cc2)cc1	-3	-23	-27	8
30	FC(F)Oc1ccc(NC(=S)NN2CCOCC2)cc1	2	-4	-1	-4

no.	APOBEC3G inh	SENP8 block-1	Apaf-1 inh	SENP8 block-2
21	-7	20	8	8
22	3	13	1	0
23	-12	10	14	-13
24	-5	20	3	-8
25	-7	-2	0	-9
26	12	13	10	-7
27	1	2	31	-2
28	-4	14	0	-4
29	-6	-111	2	-1
30	-4	9	-3	4

# The list goes on:
no.	mol	SENP7 block	UBC13 inh	SENP1 FRET inh	SENP6 inh
31	Cc1ccc(-c2nn(Cc3ccccc3)cc2C(=O)NCC2CCCO2)cc1 (configuration not stated)	0	0	-2	-5
32	COc1ccc(NC(=S)N2CCN(C(=O)c3ccco3)CC2)c(OC)c1	-2	6	0	-1
33	C/C(=N\NC(=O)CNC(=O)C(c1ccccc1)c1ccccc1)c1ccc(C(C)(C)C)cc1	2	-9	2	-2
34	CC(C)c1ccc(-c2cc(C(=O)N3N=C(C(F)F)CC3(O)C(F)F)c3ccccc3n2)cc1 (configuration not stated)	1	12	5	-14
35	COc1ccc(-c2[nH]ncc2CN2CCCOc3c(cccc3OC)C2)c(OC)c1	3	-1	1	5
36	O=C(Cn1ccc([N+](=O)[O-])n1)NCc1cccnc1	3	-4	3	-15
37	COc1ccc(S(=O)(=O)N(C)C)cc1NC(=O)Cc1ccc(S(=O)(=O)N2CCOCC2)s1	-10	-7	-4	-9
38	CNC(=O)Nc1ccc2nc(C)sc2c1	-8	3	-22	-5
39	CCOC(=O)N1CCN(C(=O)c2ccccc2N(Cc2ccccc2)S(=O)(=O)c2ccc(OC)cc2)CC1	-2	-10	1	-9
40	CC(=O)Nc1cc(C(F)(F)F)ccc1N1CCOCC1	-10	4	-35	-8

no.	APOBEC3G inh	SENP8 block-1	Apaf-1 inh	SENP8 block-2
31	-4	2	5	-7
32	-1	15	1	1
33	-5	11	10	-3
34	-3	-172	4	4
35	2	6	-2	8
36	-1	15	-3	-8
37	-5	-5	11	-5
38	1	-44	-1	5
39	-5	2	18	1
40	-2	2	0	-5

# (list continues)
no.	mol	SENP7 block	UBC13 inh	SENP1 FRET inh	SENP6 inh
41	CCCc1ccc(OCc2ccc(C(=O)NN)o2)c(OC)c1	-5	4	2	-1
42	Cc1nc2c(C)cccc2c2c1CCS2	6	9	0	-6
43	CCn1c(SCCN2CCCCC2)nnc1-c1ccc(S(=O)(=O)N2CCOCC2)cc1	-7	0	1	-2
44	Cc1cc(S(=O)(=O)NCc2ccco2)c(C)cc1Cl	-2	-1	-3	-6
45	C[C@@]12CCC=C[C@H]1[C@H](c1ccc(F)c(/C=C/c3ccccc3)c1)N(Cc1ccccc1)C2=O	0	-10	4	-13
46	CCOc1ccc(/C=C2\SC(=S)N(C)C2=O)cc1OC	1	0	-67	-19
47	Nc1ccccc1-n1c(=O)n(Cc2ccccc2F)c(=O)c2[nH]cnc21	0	3	-2	-1
48	O=C(CN1CCN(c2ccc(O)cc2)CC1)Nc1ccc(-c2ccccc2)cc1	-2	-3	-1	-5
49	Cc1ccc(C(=O)O/N=C(\N)c2ccccn2)cc1	101*	2	4	99*
50	O=C(CCCCCNC(=O)c1ccccc1)C[N+](=O)[O-]	8	-1	-4	-6

no.	APOBEC3G inh	SENP8 block-1	Apaf-1 inh	SENP8 block-2
41	-4	20	5	0
42	0	2	-2	4
43	-6	6	-1	-2
44	-7	-11	3	0
45	-9	-57	10	0
46	10	26	13	-6
47	-2	9	1	1
48	28	23	15	-5
49	-12	9	7	98*
50	3	3	-3	0

# The list goes on.
no.	mol	SENP7 block	UBC13 inh	SENP1 FRET inh	SENP6 inh
51	CC(C)NC(=O)c1cc2cc([N+](=O)[O-])ccc2s1	11	3	1	7
52	OCCC1CN(Cc2nc3c(s2)CCCC3)CCN1CCc1ccccc1 (configuration not stated)	5	7	-3	-4
53	CCCOc1ccc(Cn2c(O)cc(=O)[nH]c2=O)cc1	-4	-12	-6	-15
54	CC(=O)c1ccc(S(=O)(=O)NCCC(=O)N2CCN(c3ccccn3)CC2)cc1	-2	-2	0	-24
55	Nc1ccccc1S(N)(=O)=O	0	-9	0	1
56	CC(C)n1cc(/C=C2/SC(=O)N(CC(=O)N3CCCC3)C2=O)c2ccccc21	-6	3	-74	-5
57	C=CCOc1cccc(C(=O)N2CCCC(Nc3ccc(F)cc3)C2)c1 (configuration not stated)	-10	-10	-3	-12
58	CCCCN1C(N)=NC[C@@H]1Cc1ccc(O)cc1	-4	-2	-3	-15
59	C=CCn1c(-c2cccc(Cl)c2)n[nH]c1=S	-4	8	3	5
60	COc1ccc(N2CCN(C(C)=C3C(=O)c4ccccc4C3=O)CC2)cc1	3	-13	1	-1
61	O=C(CN1CCCCC1)Nc1ccc(Br)cc1[N+](=O)[O-]	4	2	2	-6
62	Cc1ccccc1-c1coc2cc(O)ccc2c1=O	12	6	-1	-6

no.	APOBEC3G inh	SENP8 block-1	Apaf-1 inh	SENP8 block-2
51	-7	16	-4	-15
52	-7	-12	-13	9
53	-4	20	13	-6
54	-2	8	13	-20
55	2	4	1	7
56	-5	-4	22	1
57	-8	6	16	0
58	-5	13	-1	-2
59	49*	-196	-2	5
60	-5	16	-6	1
61	0	17	15	2
62	-1	i	-12	-4

# 7 entries from above, with one line to a screen.
47. Nc1ccccc1-n1c(=O)n(Cc2ccccc2F)c(=O)c2[nH]cnc21
48. O=C(CN1CCN(c2ccc(O)cc2)CC1)Nc1ccc(-c2ccccc2)cc1
49. Cc1ccc(C(=O)O/N=C(\N)c2ccccn2)cc1
50. O=C(CCCCCNC(=O)c1ccccc1)C[N+](=O)[O-]
51. CC(C)NC(=O)c1cc2cc([N+](=O)[O-])ccc2s1
52. OCCC1CN(Cc2nc3c(s2)CCCC3)CCN1CCc1ccccc1 (configuration not stated)
53. CCCOc1ccc(Cn2c(O)cc(=O)[nH]c2=O)cc1
entry no.	47	48	49	50	51	52	53
SENP7 block	0	-2	101*	8	11	5	-4
UBC13 inh	3	-3	2	-1	3	7	-12
SENP1 FRET inh	-2	-1	4	-4	1	-3	-6
SENP6 inh	-1	-5	99*	-6	7	-4	-15
APOBEC3G inh	-2	28	-12	3	-7	-7	-4
SENP8 block-1	9	23	9	3	16	-12	20
Apaf-1 inh	1	15	7	-3	-4	-13	13
SENP8 block-2	1	-5	98*	0	-15	9	-6
